# phage Ecoli inh = E. coli growth loss with phage present; inhibition, % at 11.9 µM; 0.26% of 360,000 active; growth absorbance; in the data active means inhibition above about 11%
# Wnt bcat act = activators of Wnt/beta-catenin signaling. AID 743398. Wnt/beta-catenin reporter cell assay, activator, plate reader. activation, % at 9.35 µM. 1.2% of 300,000 active; in the data active means activation above about 30%, passing the limit was not always enough;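 further: 0% = neutral control wells and 100% = positive control wells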
# AddAB inh = less growth of phage-infected E. coli with AddAB; E. coli expressing H. pylori AddAB, absorbance growth; inhibition, % at 11.9 µM; 0.29% of 330,000 active; in the data active means inhibition above about 12%;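 further: 0% = vehicle wells of infected cells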
# CAL PDZ inh = inhibitors of human CAL PDZ peptide binding; purified CAL PDZ, TMR-peptide fluorescence polarization, 1 h; Q9HD26; 0.02% of 330,000 active; inhibition, % at 20 µM;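 active means highest replicate inhibition of at least 40%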;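 further: plate controls were DMSO neutral control wells for no effect and unlabeled competitor peptide control wells for full effect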
#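 Assay system – tagged CAL PDZ protein CerCALP, purified · Timing – 1 h at RT · Compound – single point, 20 µM · Measured by – fluorescence polarization from S- and P-plane intensities, G-factor corrected · Evaluation – inhibition from polarization loss · Probe or stimulus – TMR reporter peptide T*-PRC34 · Buffer or medium – pH 7.4 phosphate-saline buffer, reducing agent, detergent, IgG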
# Rtt109 HAT inh = inhibitors of Candida albicans Rtt109/Vps75 histone acetyltransferase. Q5AAJ8. purified Rtt109/Vps75, ThioGlo CoA-SH fluorescence, 4 h. inhibition, % at 34.9 µM. 0.16% of 330,000 active;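 active means inhibition of at least 50% in every replicate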
# Target sequence (Q5AAJ8 whole entry, looked up): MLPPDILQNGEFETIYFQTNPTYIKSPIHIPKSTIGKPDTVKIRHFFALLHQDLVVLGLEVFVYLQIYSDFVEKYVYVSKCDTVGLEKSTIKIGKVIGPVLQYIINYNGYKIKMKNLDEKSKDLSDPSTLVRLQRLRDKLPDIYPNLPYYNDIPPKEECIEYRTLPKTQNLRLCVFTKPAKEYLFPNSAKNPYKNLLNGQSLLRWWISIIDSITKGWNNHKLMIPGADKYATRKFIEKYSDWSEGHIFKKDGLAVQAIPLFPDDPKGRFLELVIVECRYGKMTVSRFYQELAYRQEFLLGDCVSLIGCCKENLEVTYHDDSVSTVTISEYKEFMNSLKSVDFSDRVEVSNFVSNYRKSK
# PfHsp90 yeast 2 = growth inhibition of yeast expressing Plasmodium Hsp90 | inhibition, % at 9.4 µM | S. cerevisiae expressing PfHsp90, BacTiter-Glo ATP, 48 h; yeast lacking PDR1 and PDR3 efflux regulators | AID 504621 | 0.32% of 310,000 active;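 active means every replicate shows inhibition above about 80%, whatever the replicate mean, limit read from the data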;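 further: 0% = DMSO neutral controls and 100% = 20 µM radicicol positive controls; yeast relying on Plasmodium falciparum Hsp90 in place of its own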
# Tat export inh = inhibitors of E. coli Tat protein transport; E. coli MC4100 TorA-mCherry Tat export, fluorescence; inhibition, % at 10 µM; 0.036% of 340,000 active;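 active means mean replicate inhibition at least 50% and at least half of replicates individually reaching 50%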;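 further: exported cargo escapes ClpAP degradation while cytoplasmic cargo is degraded and loses fluorescence; 0% = median of neutral control wells and 100% = median of NaSCN control wells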
# PvdQ acylase = P. aeruginosa PvdQ acylase inhibition. 0.063% of 340,000 active. AID 488965. inhibition, % at 10 µM. purified PvdQ acylase, fluorescence plate reader; in the data active means inhibition above about 30%, passing the limit was not always enough;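 further: 0% = vehicle neutral wells and 100% = reference inhibitor wells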
# E coli growth = counter-screen for AddAB inhibitors: E. coli growth inhibition | E. coli V3065 growth, OD600 absorbance, 18 h | inhibition, % at 11.9 µM | 0.27% of 330,000 active;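 active means inhibition above the campaign's mean inhibition across all tested compounds plus 3 SD, cut at about 9.9% in these data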;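 further: uninfected addAB+ strain grown without phage in ampicillin broth; 0% = DMSO wells and 100% = ciprofloxacin 0.95 µg/ml wells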
# DAGLB inh = blocks human DAGLB lipase activity; Q8NCG7; HEK293T DAGLB membrane lysate, EnzChek fluorogenic substrate; inhibition, % at 5.17 µM; 0.059% of 340,000 active; in the data active means inhibition above about 34%;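 further: 0% = enzyme with vehicle and 100% = wells lacking enzyme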
# Target sequence (Q8NCG7 whole entry, looked up): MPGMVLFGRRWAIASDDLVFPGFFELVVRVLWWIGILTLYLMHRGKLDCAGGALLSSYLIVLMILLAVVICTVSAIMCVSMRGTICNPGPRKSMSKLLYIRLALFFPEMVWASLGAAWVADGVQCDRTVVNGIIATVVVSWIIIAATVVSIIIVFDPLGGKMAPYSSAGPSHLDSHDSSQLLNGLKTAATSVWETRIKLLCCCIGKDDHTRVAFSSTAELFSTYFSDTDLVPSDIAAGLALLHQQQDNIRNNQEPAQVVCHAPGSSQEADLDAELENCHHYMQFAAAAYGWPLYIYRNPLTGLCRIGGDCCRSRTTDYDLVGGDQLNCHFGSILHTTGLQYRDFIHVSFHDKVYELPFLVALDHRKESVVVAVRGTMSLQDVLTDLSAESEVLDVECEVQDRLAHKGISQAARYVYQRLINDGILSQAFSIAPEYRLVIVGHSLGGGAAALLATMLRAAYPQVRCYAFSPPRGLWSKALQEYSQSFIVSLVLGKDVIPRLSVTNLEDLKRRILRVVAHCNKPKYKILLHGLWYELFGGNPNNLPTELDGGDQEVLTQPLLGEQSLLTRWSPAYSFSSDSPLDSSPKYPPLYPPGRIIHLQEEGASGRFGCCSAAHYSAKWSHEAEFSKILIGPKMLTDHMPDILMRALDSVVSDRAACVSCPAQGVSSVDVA
# Active calls of the source: *; x = not tested or not shown.
SMILES,phage Ecoli inh,Wnt bcat act,AddAB inh,CAL PDZ inh,Rtt109 HAT inh,PfHsp90 yeast 2,Tat export inh,PvdQ acylase,E coli growth,DAGLB inh
CC(=O)NCCc1ccc(S(=O)(=O)N2CCCC2)cc1,-2.5,x,1.7,0.1,-8,21,1,-7,3.0,-1
CN1CCN(C(=S)NC(CC(=O)c2ccccc2)c2ccccc2)CC1 (stereo not given),-1.0,-1,0.3,-0.6,-1,-26,-5,-10,-0.3,-3
CC1(C)CC(NC(=O)C2CCN(S(=O)(=O)c3ccc(Cl)c(C(F)(F)F)c3)CC2)CC(C)(C)N1,1.2,-6,x,0.3,-3,4,-2,-6,x,-1
C[C@@H]1ON(C)[C@H]2C[C@H]3c4cc(N5CCOCC5)ccc4CCN3C(=O)[C@@H]12,3.0,-1,x,-0.6,6,12,-2,-15,x,-2
CCOC(=O)N1C(=O)[C@@](c2ccc(Cl)cc2)(C(C)C)N1C(=O)OCC,3.7,-3,3.9,-1.5,1,-16,-10,12,-1.7,5
O=C(Nc1nnc(SCC(=O)N2CCCc3ccccc32)s1)c1cccc2ccccc12,4.8,x,1.3,-3.8,-17,-17,-3,0,0.7,4
CCN(CC)S(=O)(=O)c1ccc(/C=C/C(=O)Nc2ccc(Br)cc2F)cc1,1.3,x,0.7,-0.2,-5,-1,-7,-3,2.6,-4
CNS(=O)(=O)c1cccc(C(=O)NCC2(N3CCCCC3)CCCCC2)c1,0.0,0,3.5,-1.5,-2,15,-8,-12,1.9,0
O=C1Cc2ccccc2C(c2ccccc2)N1 (stereo not given),-2.8,-3,-2.5,0.7,3,15,3,1,-3.2,-1
COc1ccccc1CN1CC(C(=O)NCC2CCCO2)CC1=O (stereo not given),-0.3,x,-3.2,-2.3,6,-55,-2,-5,1.6,0
CCOc1ccc(NC(=O)Cn2c(=O)n(CC3CCCO3)c(=O)c3ccccc32)cc1 (stereo not given),-2.5,-2,-1.3,0.6,-7,-8,1,-16,-6.0,0
COc1ccc(C(=O)/C=C/C(=O)N(CC(=O)NC2CCCCC2)Cc2ccc(F)cc2)c(O)c1,-0.8,0,x,0.6,x,-57,-15,-6,x,4
Cc1ccc(O)c(NC(=O)c2noc3c2CCCCC3)c1,3.6,27,6.5,-1.7,9,-44,-7,-4,3.0,0
COc1ccc(-n2cnc3cc(NC(=O)c4ccco4)ccc32)cc1,x,-1,-2.0,-4.0,6,6,8,-15,0.6,3
CCOC(=O)c1oc2ccccc2c1NC(=O)c1cccs1,1.2,x,0.4,0.0,-6,-38,1,-1,0.7,-10
O=C(c1ccc2nccnc2c1)N1CCCC(Nc2ccc(F)c(F)c2)C1 (stereo not given),1.5,0,1.3,-0.8,0,2,4,-9,1.2,0
Cc1nnc(SCC(=O)Nc2ccc(N3CCOCC3)cc2)o1,1.6,x,0.9,2.0,-2,4,-2,-8,-2.9,-1
CCc1ccc(S(=O)(=O)NCCc2cn3ccsc3n2)s1,3.0,-4,4.0,-0.2,-8,-5,-10,0,-0.8,-1
Cc1cc(C)c2sc(N(CCCN(C)C)C(=O)COc3ccc(Cl)cc3)nc2c1,-1.0,-10,0.2,-5.0,21,-1,11,-7,-2.4,-1
CC(C)(c1ccccc1)c1ccc(OCCCN2CCNCC2)cc1,-1.9,-3,0.3,-1.6,12,9,7,-10,-4.0,1
c1ccc2c(c1)OCC(c1nnc3sc(-c4cnccn4)nn13)O2 (stereo not given),1.6,x,-0.8,-1.0,-4,1,0,-15,-2.8,1
Fc1cccc(Cl)c1C1Nc2cccc3cccc(c23)N1,5.9,0,0.8,-0.2,10,8,-1,-4,-1.5,5
Clc1cccc(OCCCN2CCCC2)c1Cl,7.5,-2,-1.8,-3.1,17,1,-4,1,-1.8,-2
COc1ccc(C2=CC(c3ccc(OC)c(OC)c3)NC(=S)N2)cc1 (stereo not given),0.8,-7,0.5,-3.8,-2,4,-1,-5,-0.2,-5
O=C(CC1SC(=O)N(c2ccccc2)C1=O)Nc1ccccc1 (stereo not given),0.3,x,0.9,-1.6,-1,-3,-5,-6,0.4,12

# Continued.
SMILES,phage Ecoli inh,Wnt bcat act,AddAB inh,CAL PDZ inh,Rtt109 HAT inh,PfHsp90 yeast 2,Tat export inh,PvdQ acylase,E coli growth,DAGLB inh
O=C(COC(=O)c1cccnc1Cl)c1cccc(Cl)c1,1.8,x,1.0,-2.2,x,x,0,-8,2.4,-3
CN(C(=O)CC1C(=O)NCCN1C/C=C/c1ccccc1)C1CCOCC1 (stereo not given),1.7,0,-2.6,-0.1,-2,-21,0,1,-2.5,0
CCCCCC(=O)N1CCCCC1,-1.4,-1,-0.7,-0.6,0,-1,0,-16,1.1,-2
c1ccc(CCn2nnnc2C(c2cccnc2)N2CCN(c3nc4ccccc4s3)CC2)cc1 (stereo not given),-3.1,x,-0.7,-0.5,6,5,12,-7,0.2,0
Cc1cc2c(ccc3c2no[n+]3[O-])nn1,5.3,2,4.1,-0.2,8,2,-10,-7,7.6,-3
Cc1c(Cc2ccccc2)c(=O)oc2c(C)c(OCc3nn[nH]n3)ccc12,0.3,x,0.2,-2.9,11,-6,-9,-4,-1.8,6
Cc1cc(NS(=O)(=O)c2ccc(Cl)cc2)nn1CC(=O)NCc1ccco1,0.2,-2,1.9,0.0,-1,-7,-5,-10,-0.6,-2
CC(C)CC1Nc2ncnc(N3CCCCC3)c2N(Cc2ccccc2)C1=O (stereo not given),x,x,4.1,0.1,-2,x,2,-24,2.3,5
Cn1nc(C(F)(F)F)c(C(=O)Nc2ccc(F)cc2F)c1Oc1cccc(Cl)c1,2.5,x,0.4,0.1,-10,-12,1,-13,5.1,-14
CC(NC(=O)c1ccccc1Cl)C(=O)Nc1ccc2c(c1)OCO2 (stereo not given),1.2,9,x,-5.4,-1,x,0,-8,x,-2
CCCn1c(SCCN2CCOCC2)nc2c1c(=O)n(C)c(=O)n2C,2.4,0,x,-24,-5,15,5,-9,x,-2
O=C1COc2ccc(C(=O)COC(=O)/C=C/c3ccc(Br)o3)cc2N1,5.0,-6,4.1,-1.7,-3,x,10,-1,1.1,3
Cc1ccc2cc(C#N)c(N3CCCN(S(=O)(=O)c4ccccc4)CC3)nc2c1,-0.5,-1,0.7,26,4,-2,-6,-16,1.2,-4
O=C(Nc1ccc(Cl)c(Cl)c1)N1CCSC1c1ccco1 (stereo not given),2.6,-7,3.0,-1.4,-12,-37,2,-2,1.8,-3
Cc1ccc(OCCOCCN2CCCCC2)c([N+](=O)[O-])c1,3.9,-2,-0.8,-1.8,x,-9,3,-15,-1.2,0
CN(Cc1ccccc1)C(=O)CCS(=O)(=O)c1cc2c(cc1Cl)NC(=O)CO2,3.8,-3,0.8,-0.4,-4,-6,-8,-9,0.8,-2
Cc1ccc(NC(=O)CCNC(=O)c2ccc(Cl)cc2)nc1,0.3,11,1.7,-0.4,3,-10,9,-2,0.1,1
Cc1ccc(-c2nc(NC(=O)CSc3nnc4scc(-c5ccccc5)n34)ns2)cc1,1.4,-1,6.2,1.2,2,x,3,-10,0.7,0
O=C(/C=C/c1ccc(Cl)cc1Cl)Nc1ccncc1,0.1,30,2.0,-4.7,6,28,-13,-6,-1.7,3
CC1(C)CC(=O)c2sc(NS(=O)(=O)c3ccc([N+](=O)[O-])cc3)nc2C1,1.1,1,2.4,-0.3,1,8,-6,-5,1.4,5
CC(=O)NNc1ncnc2c1cnn2-c1ccc(C)c(Cl)c1,0.9,0,0.0,-2.6,2,x,-1,0,-0.1,2
COC(=O)C1=C(C)N(Cc2ccccc2)C(=NCCN2CCOCC2)N[C@H]1CCc1ccccc1,1.3,0,0.8,0.1,0,14,2,-13,0.1,1
O=C(NCCc1csc(-c2cccnc2)n1)c1cccc2ccccc12,2.7,-2,-2.4,-0.8,-1,-3,-14,-11,0.0,1
O=C(N/N=C/c1ccc2ncccc2c1)c1ccco1,4.7,8,3.0,-1.2,x,14,-5,5,0.3,-3
COc1cccc(/C=C/C(=O)OCC(=O)N2CCN(S(=O)(=O)c3ccc(Cl)cc3)CC2)c1,0.7,-3,1.2,-1.5,-6,-15,-8,-6,2.8,0

# Profiles, looked up by structure:
# Entry for CC1(C)CC(=O)c2sc(NS(=O)(=O)c3ccc([N+](=O)[O-])cc3)nc2C1 = phage Ecoli inh = 1.1; Wnt bcat act = 1; AddAB inh = 2.4; CAL PDZ inh = -0.3; Rtt109 HAT inh = 1; PfHsp90 yeast 2 = 8; Tat export inh = -6; PvdQ acylase = -5; E coli growth = 1.4; DAGLB inh = 5
# Entry for O=C(Nc1ccc(Cl)c(Cl)c1)N1CCSC1c1ccco1 (stereo not given) = phage Ecoli inh = 2.6; Wnt bcat act = -7; AddAB inh = 3.0; CAL PDZ inh = -1.4; Rtt109 HAT inh = -12; PfHsp90 yeast 2 = -37; Tat export inh = 2; PvdQ acylase = -2; E coli growth = 1.8; DAGLB inh = -3

# (listing goes on)
SMILES,phage Ecoli inh,Wnt bcat act,AddAB inh,CAL PDZ inh,Rtt109 HAT inh,PfHsp90 yeast 2,Tat export inh,PvdQ acylase,E coli growth,DAGLB inh
COc1ccc(CCNC(=O)CN(Cc2ccc(Cl)cc2)S(C)(=O)=O)cc1OC,1.8,-2,-1.0,-2.2,2,14,-10,-11,1.2,-4
Cc1cc(C)c(-n2c(SCCS(=O)(=O)c3ccc(F)cc3)n[nH]c2=O)c(C)c1,1.7,-1,-0.3,-0.1,-6,-6,4,-8,0.7,3
Cc1ccc(C(=O)CC2(O)C(=O)N(C)c3ccc(Br)cc32)c(C)c1 (stereo not given),2.7,-1,5.0,-0.7,0,25,2,-5,0.1,-1
CCOC(=O)N1CCC(Nc2c(N3CCN(c4cccc(C(F)(F)F)c4)CC3)c(=O)c2=O)CC1,2.0,-2,1.5,-1.5,12,-5,1,-15,1.4,2
Cc1cccc2cc(C#N)c(SCc3nnc(-c4ccccc4[N+](=O)[O-])o3)nc12,2.0,-2,4.4,-0.5,1,-15,-6,16,0.3,-1
COc1ccc(-c2cc(C(F)F)n3ncc(C(=O)N4CCN(C(=O)c5ccco5)CC4)c3n2)cc1,3.3,-3,-0.6,-1.1,-3,-14,0,-6,-0.7,1
CCn1c(O)c(/C=N/N=C/c2ccc(OC)cc2)c2cc(C3=NNC(=O)CC3)ccc21,0.3,6,-2.5,1.3,-2,-9,1,-21,-3.1,3
S=c1sc2c(N3CCN(Cc4ccccc4)CC3)ncnc2n1-c1ccccc1,1.9,x,2.8,-0.3,2,-1,-9,-18,0.5,1
CC1CCN(c2ccc3nnc(CCC(=O)N4CCCCC4)n3n2)CC1,4.0,-3,-0.9,-2.7,-9,-7,-7,4,-1.1,2
COC(=O)c1c(NC(=S)Nc2ccc(C(=O)N3CCOCC3)cc2)sc2c1CCC2,1.4,0,0.2,-0.4,14,-6,15,5,-1.1,-1
O=C(CN1C(=O)CCSc2ccc(S(=O)(=O)N3CCOCC3)cc21)Nc1cccc(F)c1,1.4,2,1.9,-0.1,-2,2,-2,-4,-2.2,0
CC(C)[C@H](NC(=O)OCc1ccccc1)C(=O)OCC(=O)N1CCN(c2ccc(F)cc2)CC1,2.3,-2,0.0,0.9,0,-10,1,9,0.2,-3
CCN(CC)CCN1C(=O)c2ccccc2NC1c1ccc(C)cc1 (stereo not given),0.0,x,0.9,-2.7,-82,x,-4,-11,-0.8,-2
Cc1oc2cc3oc(=O)c(CC(=O)O)c(C)c3cc2c1-c1ccccc1,-1.6,0,1.4,-3.6,-19,-14,-10,-4,-3.0,2
COc1ccc(CC(NC(C)=O)C(=O)NC2CCN(S(=O)(=O)c3ccc(NC(C)=O)cc3)CC2)cc1OC (stereo not given),1.9,0,3.3,0.0,4,-44,-1,-12,-0.2,x

# Screens (PubChem)
